UDG counter – UDG inhibition counter-screen | 91,000 tested, 0.14% active | FRET deamination/UDG coupled assay, UDG read, 4 h | Potency, µM (doses to about 115 µM), for the others: top-dose activity change, negative = inhibition, actives largely listed as inhibitors; also: nearly all actives have a fitted effect of over 65% in size
AID inhibitor – activation induced cytidine deaminase inhibition | AID deamination FRET fluorescence, UDG-coupled, 4 h | Potency, µM (titrated, usually from 115 µM), without a hit: at the highest dose activity change, negative = inhibition, actives largely listed as inhibitors | 91,000 tested, 0.32% active | AID 1347428; also: nearly all actives have a fitted effect of over 25% in size
Target sequence (Q9GZX7 whole entry, looked up): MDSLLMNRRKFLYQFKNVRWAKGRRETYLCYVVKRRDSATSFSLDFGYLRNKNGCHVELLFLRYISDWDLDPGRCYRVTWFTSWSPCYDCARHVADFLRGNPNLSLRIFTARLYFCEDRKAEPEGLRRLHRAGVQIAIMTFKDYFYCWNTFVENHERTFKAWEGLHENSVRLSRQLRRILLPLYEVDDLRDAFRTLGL
* marks the source's active call; other numbers are inactive results; ? = inconclusive; & = joins results of further samples; [ ] = another dose, or the depositor's remark. Calls follow the shape of the dose curve; as a rule, active = well fitted curve in the direction sought with a large enough effect; inconclusive = small, poorly fitted or top-dose-only effect, or another doubt; inactive = no such curve, though single readings can be large; an effect the other way counts as inactive or inconclusive. % is scaled to controls: 0 for no effect and ±100 for the full control effect; potency is read from the fitted curve at half-maximal effect. This is a subset; rates above refer to the full screens.

1) COc1ccc2c(c1)c1c(c(=O)n(-c3ccc(OC)c(OC)c3)c(=O)n1CC(=O)N1CCCC1)n2C
2) CCc1ccc(-c2nc(CN3CCCC(C(=O)NCc4ccc(C)cc4)C3)c(C)o2)cc1 (stereo not given)
3) CCOC(=O)c1[nH]c2ccccc2c1NC(=O)CCN1CCCCC1
4) C/C(=N\NC(=S)Nc1ccccc1)c1ccc(F)cc1
5) Cc1ccc(Cn2c(CO)cnc2SCc2cccc(F)c2)cc1
6) Cc1ccc(F)c(NC(=O)Nc2ccc3snnc3c2)c1
7) CSc1ccc(-c2ccnc3nc(N4CCOCC4)[nH]c(=O)c23)cc1
8) O=C(/C=C/c1ccc(-c2ccccc2Cl)o1)c1ccc(Cl)cc1

Screen / compound no. | 1 | 2 | 3 | 4 | 5 | 6 | 7 | 8
UDG counter | -7% | ? | 0% | -4% | 1% | -12% | 4% | -15%
AID inhibitor | -10% | 4% | -11% | 6% | -7% | -10% | 13% | -5%

9) CC(C)NC(=O)NCc1ccc(C(=O)NC(C)c2ccc(Cl)cc2)cc1 (stereo not given)
10) CCn1cc(C(=O)N2CCN(c3ccc(OC)cc3)CC2)c2cc(OC)c(OC)cc2c1=O
11) COCCNC(=O)c1ccc2c(c1)N(Cc1ccc(C(F)(F)F)cc1)C(=O)c1ccccc1S2
12) O=C(CN1C(=O)CCSc2ccc(S(=O)(=O)N3CCCC3)cc21)Nc1cccc(F)c1
13) Clc1ccc(SCc2cccc3cccnc23)cc1
14) COCc1cnc2c(c1SCC(=O)Nc1ccccc1F)c(=O)n(C)c(=O)n2C
15) Cc1ccc2c(c1)N(CCCC(=O)Nc1cccc(C(F)(F)F)c1)C(=O)CO2
16) Nc1ccc(C(=O)N/N=C/c2cccs2)cc1

Screen / compound no. | 9 | 10 | 11 | 12 | 13 | 14 | 15 | 16
UDG counter | -2% | -2% | -17% | -3% | 2% | -1% | -12% | -5%
AID inhibitor | 4% | 14% | ? | ? | 4% | -10% | 4% | -3%

17) O=C(c1cccc(Cn2cc(C(F)(F)F)cc(Cl)c2=O)c1)N1CCCCC1
18) COc1cccc2cc(-c3nnc(SCC(=O)c4ccc(F)cc4)n3C)oc12
19) O=C(NCc1ccc(Br)cc1)c1n[nH]c2c1CCCC2
20) Cc1ccc(-c2noc(-c3ccc(Br)cc3)n2)s1
21) Cc1ccc2[nH]c(C(=O)OCC(=O)N(c3ccccc3)C(C)C)cc2c1
22) Cn1c(Sc2cc(-c3ccccc3)c3ccccc3n2)nnc1-c1ccc(F)cc1
23) COC(=O)c1ccc(OC(=O)/C=C/c2ccc(Br)o2)cc1
24) Cc1ccccc1-c1noc(-c2ccc(N3CCN(c4ccccc4)CC3)c([N+](=O)[O-])c2)n1

Screen / compound no. | 17 | 18 | 19 | 20 | 21 | 22 | 23 | 24
UDG counter | -14% | -14% | -7% | -6% | -2% | -5% | -4% | -15%
AID inhibitor | -8% | -13% | -6% | -3% | 12% | ? | ? | -5%

25) Cc1ccc2c(=O)cc(C(=O)NCC(c3ccc(C)o3)N3CCC(C)CC3)oc2c1 (stereo not given)
26) Cn1c(=O)[nH]c(=O)c2c1nc(N1CCN(Cc3ccccc3F)CC1)n2CCc1ccccc1
27) Cc1ccccc1NC(=O)C(C)Sc1ccccc1 (stereo not given)
28) COC(=O)C(C)Sc1nc(C)c2cc(C)ccc2n1 (stereo not given)
29) COc1ccccc1NC(=O)C1CCN(S(=O)(=O)c2ccc3[nH]c4c(c3c2)CCCCC4)CC1
30) COc1ccc(NC(=O)C(CC(C)C)N2Cc3ccccc3C2=O)cc1Cl (stereo not given)
31) COc1ccc2c(c1)c1c(c(=O)n(Cc3ccccc3)c(=O)n1CC(=O)NCc1ccccc1Cl)n2C
32) Cc1oc2ccc(NS(=O)(=O)c3ccc(F)cc3)cc2c1C(=O)O

Screen / compound no. | 25 | 26 | 27 | 28 | 29 | 30 | 31 | 32
UDG counter | -8% | -2% | -1% | 12% | 25% | -8% | -19% | 9%
AID inhibitor | -5% | -2% | -10% | 2% | -3% | -11% | 9% | 21%

33) Cc1ccc(OCCOCCn2c(-c3ccc(Cl)cc3)nc3ccccc3c2=O)cc1
34) CCC(C)NC(=O)COC(=O)c1nn(-c2ccccc2)cc1OC (stereo not given)
35) CC(CC(=O)N(C)C1CCN(C)CC1)c1ccc(F)cc1 (stereo not given)
36) Cc1ccccc1C(=O)NCc1nc(-c2ccc(Cl)cc2)no1
37) COc1ccc(-n2c(=O)c3ccc(C(=O)NCc4ccc(C)cc4)cc3n(CC(=O)Nc3ccc(F)cc3)c2=O)cc1
38) CN(C)CCNC(=S)NC1CCCCC1
39) Cc1ccc(-c2noc(-c3cccnc3N(C)Cc3ccc(Cl)cc3)n2)cc1
40) CC(=O)N1CCc2cc(S(=O)(=O)NC(CC(C)C)C(=O)NCc3ccccc3)ccc21 (stereo not given)

Screen / compound no. | 33 | 34 | 35 | 36 | 37 | 38 | 39 | 40
UDG counter | -5% | 1% | 11% | -1% | 7% | -1% | -26% | -5%
AID inhibitor | -4% | 2% | 3% | 4% | 14% | 0% | -7% | -15%

41) CCOC(=O)c1c(NC(=O)c2ccccc2C)sc2c1CCCC2
42) CCCn1nc(C(=O)OCC(=O)NC(=O)NC(C)C)c2ccccc2c1=O
43) CCOc1ccc(N(C(C)C(=O)N(Cc2ccccc2)Cc2ccccc2)S(C)(=O)=O)cc1 (stereo not given)
44) COc1ccc(-n2nc(C(=O)N3CCN(c4cccc(C)c4C)CC3)c3c4ccccc4n(C)c3c2=O)cc1Cl
45) COc1cccc(-n2c(=O)c3sc4ccccc4c3n(CC(=O)Nc3ccc(F)cc3F)c2=O)c1
46) CC(=O)c1ccccc1NC(=O)COC(=O)c1cc(=O)c2ccccc2o1
47) CN(C)CCCN(C(=O)c1cccs1)c1nc2ccc(F)cc2s1
48) CC1(C)OC2OC(C(=O)Oc3ccc(Cl)cc3)C3OC(C)(C)OC3C2O1 (stereo not given)

Screen / compound no. | 41 | 42 | 43 | 44 | 45 | 46 | 47 | 48
UDG counter | -4% | -3% | -14% | -1% | -6% | -13% | -15%[57.5 µM] | 0%
AID inhibitor | 0% | -6% | -11% | 12% | -11% | -17% | 9% | 3%

49) Cc1ccc(-n2ncc(C(=O)NCc3ccco3)c2C2CCN(C(=O)OC(C)(C)C)CC2)cc1
50) Brc1ccc(-c2noc(-c3ccncc3)n2)o1
51) Cc1c(C(=O)OC2CCC(C)CC2)[nH]c2c1C(=O)CC(c1ccc(N(C)C)cc1)C2 (stereo not given)
52) CC(CNC(=O)CCCNC(=O)C1CC1)c1ccccc1 (stereo not given)
53) CC1(C)C2CC=C(/C=N/NC(=S)NC3CCCCC3)C1C2 (stereo not given)
54) CCCCOc1ccc2c(-c3ccccc3)cc(=O)oc2c1C
55) Cc1cc2nc(NC3=NCN(CCO)CN3)nc(C)c2cc1C
56) COc1ccc(C2Nc3c(C)cc(C)cc3-c3cc(C)nn32)cc1O (stereo not given)

Screen / compound no. | 49 | 50 | 51 | 52 | 53 | 54 | 55 | 56
UDG counter | 46%[activator] | 13% | -5% | -2% | -15% | 11% | -8% | -5%
AID inhibitor | ? | 27% | 7% | 2% | -9% | -3% | ? | -3%

Part of the list above, set out differently:
no.	smiles	UDG counter	AID inhibitor
39	Cc1ccc(-c2noc(-c3cccnc3N(C)Cc3ccc(Cl)cc3)n2)cc1	-26%	-7%
40	CC(=O)N1CCc2cc(S(=O)(=O)NC(CC(C)C)C(=O)NCc3ccccc3)ccc21 (stereo not given)	-5%	-15%
41	CCOC(=O)c1c(NC(=O)c2ccccc2C)sc2c1CCCC2	-4%	0%
42	CCCn1nc(C(=O)OCC(=O)NC(=O)NC(C)C)c2ccccc2c1=O	-3%	-6%
43	CCOc1ccc(N(C(C)C(=O)N(Cc2ccccc2)Cc2ccccc2)S(C)(=O)=O)cc1 (stereo not given)	-14%	-11%
44	COc1ccc(-n2nc(C(=O)N3CCN(c4cccc(C)c4C)CC3)c3c4ccccc4n(C)c3c2=O)cc1Cl	-1%	12%
45	COc1cccc(-n2c(=O)c3sc4ccccc4c3n(CC(=O)Nc3ccc(F)cc3F)c2=O)c1	-6%	-11%
46	CC(=O)c1ccccc1NC(=O)COC(=O)c1cc(=O)c2ccccc2o1	-13%	-17%
47	CN(C)CCCN(C(=O)c1cccs1)c1nc2ccc(F)cc2s1	-15%[57.5 µM]	9%
48	CC1(C)OC2OC(C(=O)Oc3ccc(Cl)cc3)C3OC(C)(C)OC3C2O1 (stereo not given)	0%	3%
49	Cc1ccc(-n2ncc(C(=O)NCc3ccco3)c2C2CCN(C(=O)OC(C)(C)C)CC2)cc1	46%[activator]	?
50	Brc1ccc(-c2noc(-c3ccncc3)n2)o1	13%	27%
51	Cc1c(C(=O)OC2CCC(C)CC2)[nH]c2c1C(=O)CC(c1ccc(N(C)C)cc1)C2 (stereo not given)	-5%	7%
52	CC(CNC(=O)CCCNC(=O)C1CC1)c1ccccc1 (stereo not given)	-2%	2%
53	CC1(C)C2CC=C(/C=N/NC(=S)NC3CCCCC3)C1C2 (stereo not given)	-15%	-9%

Next compounds
57) COc1cc(/C=N/O)ccc1OCC(=O)Nc1ccccc1
58) O=C(CN1C(=O)COc2ccc(S(=O)(=O)Nc3ccccc3)cc21)Nc1cccc(Cl)c1
59) CCOc1ccccc1NC(=O)CCNS(=O)(=O)c1cccc2nonc12
60) COc1ccc(S(=O)(=O)c2c(Nc3ccccc3F)sc(C(=O)c3cccc(OC)c3)c2N)cc1
61) CN(C)c1ccc(CNC(=O)c2ccc3c(c2)N(C)C(=O)C2CCCCN32)cc1 (stereo not given)
62) Cc1cc(CN2CCN(c3ccccc3F)CC2)cs1
63) CCN(Cc1ccccc1)S(=O)(=O)c1cc(C(=O)Nc2cc(Cl)cc(Cl)c2)ccc1F
64) Cc1ccc(NC(=S)NC(NC(=O)C(C)C)C(Cl)(Cl)Cl)cc1 (stereo not given)

Screen / compound no. | 57 | 58 | 59 | 60 | 61 | 62 | 63 | 64
UDG counter | -1% | 5% | 1% | -9% | 22% | 9%&12% | -8% | 5%
AID inhibitor | -8% | -12% | 22% | 4% | 45%[activator] | -1%&24% | -11% | 3%

65) COc1cc(/C=C/C(=O)OC2CCC(C(C)(C)C)CC2)cc(OC)c1OC (stereo not given)
66) Cc1cccc(-c2nc(SCC(=O)N3CCc4ccccc43)c3c(=O)n(C)c(=O)n(C)c3n2)c1
67) CCc1ccc(NCc2cc3cc(OC)c(OC)cc3n(CC(=O)Nc3ccc(F)cc3)c2=O)cc1
68) Cc1c(C(=O)Nc2cccc(C(F)(F)F)c2)sc2c1C(c1cccc(O)c1)CC(=O)N2 (stereo not given)
69) Cc1ccccc1CNC(=O)Cn1nc(C)c2nn(-c3ccc(Cl)cc3)c(C)c2c1=O
70) Cc1ccc(C(=O)N2CCC(C(N)=O)CC2)cc1NC(=O)c1nsc2ccccc12
71) CCc1ccc(NC(=O)Cn2c(=O)n(CCc3ccccc3)c(=O)c3sc4ccccc4c32)cc1
72) Cc1ccc2oc(-c3ccc(Cl)cc3)nc2c1

Screen / compound no. | 65 | 66 | 67 | 68 | 69 | 70 | 71 | 72
UDG counter | -15% | 9% | 7% | -4% | -5% | -4% | -15% | -2%
AID inhibitor | -16% | 4% | 89%[activator] | 4% | 8% | -7% | 0% | 2%

73) COc1cccc(CNC(=O)Cn2c(=O)n3nc(-c4cccc(C)c4)nc3c3ccccc32)c1
74) Cc1cccc(CNC(=O)CN2CC(C)Sc3ccccc32)c1 (stereo not given)
75) c1ccc(CSc2ccc(Oc3ccc(SCc4ccccc4)cc3)cc2)cc1
76) CCN(CC)C(=S)SCC(=O)Nc1ccc(N(CC)C(C)C)cc1
77) COc1ccc(N2CCN(CC(O)COc3ccccc3C(C)(C)C)CC2)cc1 (stereo not given)
78) Cc1ccc(CN(C)CC(=O)NC(=O)NC(C)(C)C)cc1
79) CCc1ccc(C(=O)N2CCC(c3nc(-c4ccc(S(=O)(=O)N5CCCC5)cc4)no3)CC2)cc1
80) COC(=O)c1c(C)[nH]c(C(=O)c2oc3ccc(OC)cc3c2C)c1C

Screen / compound no. | 73 | 74 | 75 | 76 | 77 | 78 | 79 | 80
UDG counter | -16%[57.5 µM] | -1% | -13% | -10% | -12%[57.5 µM] | -3% | -20% | -6%
AID inhibitor | -12% | -18% | -11% | -11% | ? | -3% | ? | -4%

A draw from above in order of formula weight, low to high:
75) c1ccc(CSc2ccc(Oc3ccc(SCc4ccccc4)cc3)cc2)cc1
73) COc1cccc(CNC(=O)Cn2c(=O)n3nc(-c4cccc(C)c4)nc3c3ccccc32)c1
79) CCc1ccc(C(=O)N2CCC(c3nc(-c4ccc(S(=O)(=O)N5CCCC5)cc4)no3)CC2)cc1

Screen / compound no. | 75 | 73 | 79
UDG counter | -13% | -16%[57.5 µM] | -20%
AID inhibitor | -11% | -12% | ?

Further records follow:
81) COc1ccccc1C(=O)OCc1cc(=O)n2c(C)csc2n1
82) CC(NC(=O)C1CCCCC1C(F)(F)F)C12CC3CC(CC(C3)C1)C2 (stereo not given)
83) COc1ccccc1CNC(=O)c1cc2c(s1)-c1ccc(Cl)cc1SC2
84) COCCOC(=O)Cn1nnc2sc(-c3ccccc3)cc2c1=O
85) Cc1ccc(C)c(N2CCN(C(=O)CCS(=O)(=O)c3cc4c(cc3Cl)NC(=O)CO4)CC2)c1
86) CCc1ccc(CNC(=O)CN2C(=O)CSc3ccc(S(=O)(=O)N4CCOCC4)cc32)cc1

Screen / compound no. | 81 | 82 | 83 | 84 | 85 | 86
UDG counter | -10% | 1% | -17%[57.5 µM] | -14% | 4% | -3%
AID inhibitor | 5% | -4% | -3% | 9% | -2% | 12%
